# phage Ecoli inh: growth loss of phage-infected E. coli, primary screen, RecBCD inhibitor project, absorbance, with phage, HTS; inhibition, % at 11.9 µM; 360,000 tested, 0.26% active; in the data active = inhibition above about 11%
# Ecoli viability: E. coli V3065 growth inhibition, primary screen, counter-screen for AddAB inhibitor project, absorbance, OD600 | 330,000 tested, 0.27% active | 18 h | inhibition, % at 11.9 µM | AID 449728, 2010;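 active = inhibition above the campaign's mean inhibition across all tested compounds plus 3 SD, cut at about 9.9% in these data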;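 note: uninfected addAB+ strain grown without phage in ampicillin broth; 0% = DMSO wells and 100% = ciprofloxacin 0.95 µg/ml wells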
# MOR-DOR inv ag: inverse agonists of MOR-DOR heterodimerization, primary screen, cell-based, luminescence | cell-based MOR-DOR heterodimer luminescence, inverse agonism | AID 504357, 2011 | Mu-type opioid receptor (Homo sapiens) + Delta-type opioid receptor (Homo sapiens), … | inhibition, % at 9.3 µM | 340,000 tested, 0.21% active; in the data active = inhibition above about 22%, passing the limit was not always enough;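 note: 0% = cells with DMSO and 100% = wells without cells with DMSO; values of inactives mirror those of a sister screen read the other way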
# AddAB inh: growth inhibition of E. coli expressing H. pylori AddAB, primary screen, AddAB inhibitor project, absorbance | inhibition, % at 11.9 µM | 330,000 tested, 0.29% active; in the data active = inhibition above about 12%;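 note: 0% = vehicle wells of infected cells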
# HTR5A inv ctr: HTR5A inverse agonists in luminescence cell assay, primary screen, counter-screen for OPRM1-OPRD1 heterodimer inverse agonist project, full-deck HTS. HTR5A cell line, inverse agonism. inhibition, % at 9.3 µM. 340,000 tested, 0.083% active; in the data active = inhibition mostly above about 23%, no sharp cut-off; inactive = mostly below about 18%;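 note: 0% = cells with DMSO and 100% = no-cell wells with DMSO; some compounds called inactive have numbers as strong as hits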
# Target sequence (P47898 whole entry, looked up): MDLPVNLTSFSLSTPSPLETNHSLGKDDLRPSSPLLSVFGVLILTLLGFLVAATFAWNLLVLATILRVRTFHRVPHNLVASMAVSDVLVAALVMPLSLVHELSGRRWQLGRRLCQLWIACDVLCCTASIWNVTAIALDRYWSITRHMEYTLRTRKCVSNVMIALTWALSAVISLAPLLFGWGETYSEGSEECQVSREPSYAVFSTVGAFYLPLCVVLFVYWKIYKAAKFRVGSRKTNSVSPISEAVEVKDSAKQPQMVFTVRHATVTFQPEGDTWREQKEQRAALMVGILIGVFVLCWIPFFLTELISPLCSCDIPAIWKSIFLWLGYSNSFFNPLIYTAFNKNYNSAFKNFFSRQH
# PKA-R2B act: activators of PKA-R2B holoenzyme, primary screen, biochemical, fluorescence polarization, Cy5-IP20, human. activation, % at 11.4 µM. cAMP-dependent protein kinase catalytic subunit beta (Homo sapiens) + cAMP-dependent …. PKA-R2B holoenzyme dissociation; R2B truncated from residue 108, S112A mutant; 0% DMSO only, 100% 113 µM cGMP. 340,000 tested, 0.079% active;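 active = activation above a cutoff set at the mean over all compounds plus 3 SD, cut at about 18% in these data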;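 note: higher means more holoenzyme dissociation and a rise in polarization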
# Target sequence (P31323 whole entry, looked up, other chains not shown, the tested form may be a part): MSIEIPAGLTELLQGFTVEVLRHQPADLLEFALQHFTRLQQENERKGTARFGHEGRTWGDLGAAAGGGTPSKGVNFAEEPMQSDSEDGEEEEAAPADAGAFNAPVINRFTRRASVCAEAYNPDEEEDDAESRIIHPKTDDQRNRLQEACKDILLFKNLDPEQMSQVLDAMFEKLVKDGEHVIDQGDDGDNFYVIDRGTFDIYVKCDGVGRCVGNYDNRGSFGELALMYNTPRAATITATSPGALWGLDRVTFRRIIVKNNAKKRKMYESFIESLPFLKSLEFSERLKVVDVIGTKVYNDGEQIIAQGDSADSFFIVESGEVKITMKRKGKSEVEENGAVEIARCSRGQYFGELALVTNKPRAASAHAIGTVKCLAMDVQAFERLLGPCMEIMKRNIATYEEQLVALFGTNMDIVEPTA
# MOR-DOR ag: agonists of OPRM1-OPRD1 heterodimerization, primary screen, cell-based, luminescence; Mu-type opioid receptor (Homo sapiens) + Delta-type opioid receptor (Homo sapiens), …; cells; activation, % at 9.3 µM; 340,000 tested, 0.3% active; AID 504326, 2011; in the data active = activation above about 18%;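 note: 0% = vehicle-treated cells and 100% = reference agonist; values of inactives mirror those of a sister screen read the other way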
# PfHsp90 set2: growth inhibition of PfHsp90-expressing yeast, primary screen, antimalarial PfHsp90 inhibitor project, S. cerevisiae, BacTiter-Glo luminescence, single point, set 2. inhibition, % at 9.4 µM. BacTiter-Glo ATP, 48 h; yeast lacking PDR1 and PDR3 efflux regulators. 310,000 tested, 0.32% active. AID 504621, 2011;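 active = every replicate shows inhibition above about 80%, whatever the replicate mean, limit read from the data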;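 note: 0% = DMSO neutral controls and 100% = 20 µM radicicol positive controls; yeast relying on Plasmodium falciparum Hsp90 in place of its own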
# Tat transport: E. coli Tat export inhibitors, primary screen, MC4100, TorA-mCherry reporter, fluorescence, single point; inhibition, % at 10 µM; 340,000 tested, 0.036% active;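 active = mean replicate inhibition at least 50% and at least half of replicates individually reaching 50%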;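 note: exported cargo escapes ClpAP degradation while cytoplasmic cargo is degraded and loses fluorescence; 0% = median of neutral control wells and 100% = median of NaSCN control wells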
# SUMO Mot1 rescue: yeast Mot1-301 growth rescue at high temperature, primary screen, SUMOylation pathway inhibitor project, S. cerevisiae, ATP luminescence, 38.5C | S. cerevisiae Mot1-301 growth rescue; percent above DMSO median, 100 means doubled | growth rescue, % at 18.8 µM | 320,000 tested, 1% active | AID 2716, 2010;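 active = every valid replicate shows activation above 250% relative to neutral control wells; inactive = the rest, any valid replicate at or below 250%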;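 note: OY570 slx delta 5 strain wells were the positive control but not used for scaling; some compounds called inactive have numbers as strong as hits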
# PKA-R1A activ: activators of PKA-R1A holoenzyme, primary screen, biochemical, fluorescence polarization, Cy5-IP20, bovine R1A, mouse PKAc; cAMP-dependent protein kinase type I-alpha regulatory subunit (Bos taurus) + …; PKA-R1A dissociation; scaled: DMSO 0%, 113 µM cGMP 100%; activation, % at 11.4 µM; 340,000 tested, 0.083% active; AID 504707, 2011;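 active = percent activation above the mean of all tested compounds plus 3 SD, cut at about 19% in these data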;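 note: higher means more PKAc released from R1A so a rise in polarization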
# * hit, by the source's call; i = inactive; / = not tested or not shown.
compound	PKA-R2B act	MOR-DOR inv ag	SUMO Mot1 rescue	Ecoli viability	PKA-R1A activ	Tat transport	phage Ecoli inh	PfHsp90 set2	MOR-DOR ag	HTR5A inv ctr	AddAB inh
O=C1NCCN/C1=C\C(=O)c1ccccc1	-4	13	1	1.1	5	-3	1.6	-13	-2.2	-10	3.0
Cc1ccc(C(=O)Cn2nnc(-c3ccccc3-n3cnnn3)n2)cc1	-7	4	-3	-3.2	-3	-1	-1.4	5	-0.6	17	-1.9
COc1cc2c(cc1OC)CN(Cc1ccc(OC)c(C)c1OC)CC2	5	4	-6	0.0	-3	3	2.7	9	-0.9	10	-0.3
CC1=C(C(=O)OCC2CCCO2)C(c2ccccc2OC(C)C)C2=C(CC(c3ccco3)CC2=O)N1 (stereo not drawn)	-2	20	1	-1.2	-11	16	1.0	1	-3.7	16	0.1
CCC(C)n1c(=S)[nH]c2ccccc2c1=O (stereo not drawn)	-5	-11	-14	-0.9	-2	4	2.4	-7	1.9	1	1.1
Cc1ccc(C2CC(c3cccs3)=NN2C(=O)CSC2=NN3CCCC(=O)N=C3S2)cc1 (stereo not drawn)	-1	8	-28	1.7	-10	16	2.9	2	-1.3	6	-2.9
Cc1ccc(S(=O)(=O)CCC(=O)OCc2ccccc2F)cc1	-12	3	75	-2.3	3	0	2.6	/	-0.5	-2	1.1
CN(C)c1ccc(/C=N/NC(=O)CN(c2ccccc2Cl)S(C)(=O)=O)cc1Br	-13	-9	0	-1.4	-11	8	1.8	9	2.1	-2	0.5
Cc1ccc(NC(=O)CSc2nnc(NC(=O)c3ccc(S(=O)(=O)N4CCOCC4)cc3)s2)cc1	-8	22	-14	-2.0	6	-4	4.6	-13	-4.1	3	-2.2
O=C(NCc1cccc(OC(F)(F)F)c1)c1ccc2c(c1)S(=O)(=O)c1cc(Cl)ccc1C2=O	-5	-17	-10	2.5	2	1	-3.2	13	3.1	-11	4.2
CC1=CC2(C)C(C3C(C)=CC2(C)C(=O)C3(C)O)C(C)(O)C1=O (stereo not drawn)	6	4	/	/	2	-5	3.5	/	-0.8	12	/
Cc1cccc(-n2c(CNC(=O)COc3ccccc3)nnc2SCC(=O)Nc2nccs2)c1	-2	3	5	0.1	-5	-6	2.6	10	-0.5	10	1.9
O=C(CSc1nnnn1Cc1ccccc1)NC1CCCCC1	1	6	50	-1.7	-2	-5	3.2	-23	-0.9	17	2.2
O=C(O)c1cnc(-c2ccccc2)nc1Sc1ccccc1Cl	1	7	-2	0.6	4	-2	3.3	/	-1.3	-31	1.2
Cc1cc2oc3c(c(=O)c2cc1C)C(c1cccc(Br)c1)N(Cc1ccco1)C3=O (stereo not drawn)	-4	-1	-19	-2.7	6	-6	2.7	-29	0.2	1	2.9
COc1ccc(C(C(=O)NC2CCCCC2)N(C(=O)c2ccco2)c2ccccc2C(C)=O)cc1OC (stereo not drawn)	10	5	230	-0.6	-9	0	-0.3	2	-0.8	-3	2.0
CCc1ccc(C2NC(=S)NC3=C2C(=O)CCC3)cc1 (stereo not drawn)	-2	14	2	2.3	-3	-3	3.3	-4	-2.7	-16	3.0
Cc1ccc2nc(SCC(=O)N/N=C/c3ccc(C(=O)O)cc3)cc(C)c2c1	-1	8	13	0.2	5	1	1.0	17	-1.7	-5	0.8
O=c1cc(-c2ccccc2)nc(SCc2ccc(F)cc2)[nH]1	-9	-2	-2	-0.9	-11	7	0.4	1	0.5	7	2.9
CCn1c2ccccc2c2cc(NC(=O)CSc3nnc(-c4ccc(OC)cc4)n3N)ccc21	1	-73	32	0.1	4	10	4.9	-35	14	-49	1.4
CC(C)C(=O)N1CCN(c2ccccc2NC(=O)c2ccc3c(c2)OCCO3)CC1	-5	9	/	/	-6	-3	/	-6	-1.6	-1	/
COc1ccc(CN(C)S(=O)(=O)c2nnc(NC(=O)c3cccc(C)c3)s2)cc1OC	-12	17	6	-3.7	-23	-2	-2.4	2	-3.2	9	5.0
CC(NC(=O)COC(=O)CCc1nc2ccccc2c(=O)[nH]1)c1ccccc1 (stereo not drawn)	-4	11	-11	-0.8	0	-8	0.3	9	-2.4	-14	-0.9
NC(=O)CCC(NC(=O)c1ccc(Cl)cc1)C(=O)NCCc1ccc2c(c1)OCCO2 (stereo not drawn)	-5	18	/	/	5	-1	-0.1	-10	-3.4	1	/
C#CCn1c(=O)c2c(ncn2C)n(C)c1=O	12	-9	-6	-3.0	-1	-4	4.5	5	1.6	-58	-3.5
CC(C)(CNS(=O)(=O)c1cccs1)N1CCOCC1	-1	11	-12	-2.8	-3	11	1.9	/	-2.2	4	-2.0
On1c(-c2ccc(Cl)cc2Cl)nc2ncccc21	2	8	15	0.4	-9	-4	2.1	-15	-1.8	-4	-0.4
Cc1cccc(Nc2nnc(SCC(O)=C(C#N)c3nc4ccccc4[nH]3)s2)c1	-7	7	/	/	11	-6	3.2	-24	-1.3	7	/
C=CCn1c(COc2ccccc2C)nnc1SCC(=O)O	1	-1	1	2.7	-3	3	-0.8	23	0.2	-4	4.0
COCc1c(C(=O)NC2CCCCC2)sc2cccc(F)c12	-3	-15	2	0.2	0	-6	1.8	/	3.8	-4	0.8
O=C(CCc1nnc2ccc(N3CCC4(CC3)OCCO4)nn12)NCc1ccccc1Cl	-3	14	-8	-0.8	-6	0	3.9	16	-2.6	-14	2.4
CN(CC(=O)Nc1cccc(F)c1)C(=O)c1cccc(N2C(=O)CCC2=O)c1	11	9	6	-1.9	4	-4	6.6	0	-2.2	-3	0.4
Cc1ccc(OCc2ccc(C(=O)N3CCCC3)o2)c([N+](=O)[O-])c1	-2	-2	10	1.6	-1	-2	4.9	8	0.3	-10	5.4
Cc1ccc(S(=O)(=O)N2CCN(C(=O)N3CCCC3)CC2)cc1	-5	-29	-16	2.0	6	2	2.2	4	3.5	-17	2.1
CCn1c(SCC(=O)N/N=C/c2ccc(C)o2)nnc1-c1ccc(C(C)(C)C)cc1	8	3	6	-1.9	2	-4	3.7	8	-0.6	-28	-0.5
COc1ccccc1N1CCN(CC(O)c2c(C)[nH]c3ccccc23)CC1 (stereo not drawn)	-10	-2	2	1.0	0	-3	0.7	9	0.3	-18	0.1
Cc1ccc(CNC(=O)CCC(=O)N2CC(C)Oc3ccccc32)cc1 (stereo not drawn)	-3	5	-7	0.8	-4	4	-1.2	5	-0.8	19	2.4
CC[n+]1c(/C=C2\C=C(C)CC(C)(C)C2)sc2ccccc21	-6	-43	7	2.7	-10	-3	-0.1	16	6.8	-14	1.3
CCC1(C)CC(C(CC(=O)O)c2ccc(C)cc2)CCO1 (stereo not drawn)	1	1	241	-1.6	-8	-4	0.6	14	-0.2	8	1.0
Oc1ccc(N2CCN(c3ccnc4cc(Cl)ccc34)CC2)cc1	-13	-2	-1	1.0	-14	-1	0.6	10	0.4	-7	0.6
CCc1cc(CNC(=O)c2cc(COc3ccc(C)nc3)on2)on1	-10	21	4	0.0	0	-6	2.2	-5	-3.8	1	2.3
COc1ccc(Cc2nnc(NC(=O)c3cc(OC)cc(OC)c3)s2)cc1	1	15	62	-1.8	-15	1	-0.9	-8	-3.2	-13	-0.7
Cc1cc2nnc(SCc3ccc4c(c3)OCO4)n2c2ccccc12	-1	16	/	/	7	-3	0.8	-23	-3.3	-22	/
O=c1c(=O)n(O)c2ccccc2n1O	-11	2	50	1.9	-2	0	-1.4	5	-0.4	-18	0.8
O=C(COC(=O)c1ccc(Cl)nc1)NCc1ccco1	-5	10	0	-1.3	3	1	3.9	-4	-1.7	1	-1.4
CCCCn1c(N)c(N(CC(C)C)C(=O)CN(C)Cc2cccc(OC)c2)c(=O)[nH]c1=O	-8	11	-16	-1.6	3	3	-0.2	-12	-1.9	7	2.6
O=C(O)c1ccc(NC(=O)c2cn(-c3ccccc3)nc2-c2ccc(Br)cc2)cc1	4	10	17	-1.1	6	5	2.5	-150	-1.9	-6	0.7
O=C1CCc2cc(S(=O)(=O)NCCCC(=O)N3CCN(Cc4ccc5c(c4)OCO5)CC3)ccc2N1	8	-5	i	0.0	5	1	0.8	25	1.2	2	3.5
CCc1ccc(-n2c(=O)c3ccccc3n(CC(=O)C(C)(C)C)c2=O)cc1	-4	13	12	-0.1	1	6	-1.3	21	-2.5	28	1.5
Nn1c(SCC(=O)Nc2ccc3c(c2)OCCO3)nnc(CCC(=O)O)c1=O	-16	18	-5	0.1	-8	3	1.3	19	-3.6	-14	4.6

# Next section:
compound	PKA-R2B act	MOR-DOR inv ag	SUMO Mot1 rescue	Ecoli viability	PKA-R1A activ	Tat transport	phage Ecoli inh	PfHsp90 set2	MOR-DOR ag	HTR5A inv ctr	AddAB inh
CN(C)c1cc(NC(=O)CN2CCCC2)c2ccccc2n1	-1	17	-11	3.5	-10	13	2.9	-12	-3.4	5	1.9
CC(C)C(=O)N=C1NC(=O)CS1	1	7	-7	-0.6	7	2	4.2	-4	-1.0	3	2.2
Cc1ccc(C(=O)N2CCN(C/C=C/c3ccccc3)CC2)cc1S(=O)(=O)N1CCOCC1	-4	15	/	/	-3	-2	0.4	/	-3.9	-8	/
CCC(=O)NC(=S)Nc1ccc(-c2nc3ccccc3s2)cc1	5	6	-4	1.8	-6	1	1.0	-16	-1.1	-3	1.9
COc1ccc(-c2nc(CS(=O)CC(=O)NC3CCCC3)c(C)o2)cc1 (stereo not drawn)	0	16	3	-0.9	5	1	-0.9	20	-3.3	-1	0.8
COCCCNC(=O)Cn1nc(-c2ccccc2OC)ccc1=O	3	17	7	2.7	0	-1	1.6	-9	-2.9	-9	2.9
COc1ccc(C(c2nnnn2CCc2ccccc2)N2CCN(C)CC2)cc1OC (stereo not drawn)	-2	7	/	/	-7	5	0.8	-12	-1.3	2	/
COc1ccc(-c2c(-c3cc(OC)cc(OC)c3)n(C)c3ccc(-c4cnc(OC)nc4)cc23)cc1	-5	2	-1	-0.6	-14	-2	2.9	-13	-0.4	-8	1.6
COC(=O)c1ccc(OC)c(CSc2nnc(COc3ccc(Cl)cc3)o2)c1	-13	13	-13	-0.4	-3	4	1.8	-7	-2.6	7	1.4
CN=c1c([N+](=O)[O-])nn(-c2ccc3c(c2)OCCO3)n1O	1	-52	-8	19*	-8	1	6.3	-12	10	12	21*
